# FadD28 binding – inhibitors of Mycobacterium tuberculosis FadD28 bisubstrate binding; inhibition, % at 12.5 µM; 360,000 tested, 0.22% active; FadD28 bisubstrate probe binding, fluorescence polarization; in the data active = inhibition above about 8.5%, passing the limit was not always enough; inconclusive = no clear call, values can overlap the other calls
# UGM FP inh – inhibitors of M. tuberculosis UDP-galactopyranose mutase; inhibition, % at 10 µM; purified UGM, fluorescence polarization probe displacement; P9WIQ1; 320,000 tested, 0.06% active; in the data active = inhibition above about 10%, passing the limit was not always enough; inconclusive = no clear call, values can overlap the other calls
# Target sequence (P9WIQ1 whole entry, looked up): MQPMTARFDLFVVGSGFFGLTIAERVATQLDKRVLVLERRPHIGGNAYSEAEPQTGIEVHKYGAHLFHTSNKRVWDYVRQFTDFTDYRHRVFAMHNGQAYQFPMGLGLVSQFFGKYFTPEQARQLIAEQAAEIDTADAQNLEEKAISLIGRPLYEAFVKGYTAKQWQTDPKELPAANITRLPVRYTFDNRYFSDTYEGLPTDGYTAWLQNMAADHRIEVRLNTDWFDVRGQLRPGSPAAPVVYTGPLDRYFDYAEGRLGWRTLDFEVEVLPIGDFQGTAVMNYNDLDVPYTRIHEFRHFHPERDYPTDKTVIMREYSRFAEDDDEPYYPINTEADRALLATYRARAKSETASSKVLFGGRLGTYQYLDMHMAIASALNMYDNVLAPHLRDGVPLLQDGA
# Mtb BioA inh – BioA (M. tuberculosis) enzyme inhibition. purified M. tuberculosis BioA enzyme, plate reader. inhibition, % at 9.99 µM. 360,000 tested, 0.096% active. AID 602481; in the data active = inhibition above about 40%; inconclusive = no clear call, values can overlap the other calls
# CCHFV vOTU inh – CCHFV vOTU protease inhibition; Pep-AMC fluorescence; inhibition, % at 11.5 µM; 370,000 tested, 0.55% active; AID 651958; note: 0% = vehicle wells with enzyme and 100% = no enzyme wells
# FBA Mtb inh – inhibitors of M. tuberculosis fructose-bisphosphate aldolase; 360,000 tested, 2.3% active; purified M. tuberculosis FBA, fluorescence read-out; inhibition, % at 1 µM; P9WQA3; AID 588726; in the data active = inhibition above about 27%;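 note: 0% = vehicle and 100% = reference inhibitor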
# BoNT-F LC inh – inhibitors of Botulinum neurotoxin F light chain protease; Multiplex microsphere protease cleavage assay, flow cytometry; inhibition, % at 10 µM; 360,000 tested, 0.22% active; AID 588497; in the data active = inhibition above about 35%, passing the limit was not always enough; inconclusive = no clear call, values can overlap the other calls; note: plate controls were buffer without enzyme for full effect and enzyme alone for no effect
# VHR inh abs – blocks human VHR1 dual specificity phosphatase; recombinant VHR phosphatase, pNPP absorbance; inhibition, % at 13.3 µM; 290,000 tested, 0.52% active; AID 1654; in the data active = inhibition above about 50%; note: some compounds called inactive have numbers as strong as hits
# MazEF act – MazEF (E. coli) toxin RNase activation. P0AE70. FAM/BHQ RNA-DNA oligo cleavage fluorescence, 5 h. activation, % at 20 µM. 350,000 tested, 0.32% active. AID 504720; in the data active = activation above about 50%
# Target sequence (P0AE70 whole entry, looked up): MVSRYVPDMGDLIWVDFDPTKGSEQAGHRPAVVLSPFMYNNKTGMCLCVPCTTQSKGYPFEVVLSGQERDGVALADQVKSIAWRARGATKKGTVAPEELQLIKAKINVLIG
# GDH-TPI inh – counter-screen for M. tuberculosis FBA inhibitors: GDH-TPI coupled enzymes; GDH-TPI coupled enzyme counterscreen, NADH absorbance; inhibition, % at 4.8 µM; 360,000 tested, 1.2% active; AID 588335;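 note: 0% = DMSO wells and 100% = wells lacking the enzyme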
# Rv3671c protease – inhibitors of M. tuberculosis serine protease Rv3671c; P9WHR9; inhibition, % at 5.96 µM; 320,000 tested, 0.048% active; in the data active = inhibition above about 38%;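 note: extracellular domain of Rv3671c used as enzyme; 0% = enzyme with DMSO and 100% = no enzyme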
# Target sequence (P9WHR9 whole entry, looked up, the tested form may be a part): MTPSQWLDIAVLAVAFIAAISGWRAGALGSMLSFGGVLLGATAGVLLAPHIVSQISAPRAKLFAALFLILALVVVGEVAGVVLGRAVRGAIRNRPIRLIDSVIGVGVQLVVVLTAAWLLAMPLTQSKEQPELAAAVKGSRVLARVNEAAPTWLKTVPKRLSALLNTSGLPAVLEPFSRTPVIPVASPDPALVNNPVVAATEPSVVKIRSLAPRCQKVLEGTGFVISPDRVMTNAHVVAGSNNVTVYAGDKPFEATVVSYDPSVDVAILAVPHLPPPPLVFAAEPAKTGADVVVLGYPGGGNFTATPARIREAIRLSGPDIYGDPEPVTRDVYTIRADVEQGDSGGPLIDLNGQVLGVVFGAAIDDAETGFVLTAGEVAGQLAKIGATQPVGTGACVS
# Numbers without * were called inactive; ? = inconclusive; / = no result given; + = active, no number. Cut-off read from the data, not from the text of the source, unless noted: active = inhibition above about 30%; inactive = the rest. Rows were taken by chance; about 4.9% have a hit in one of these screens.
SMILES,FadD28 binding,UGM FP inh,Mtb BioA inh,CCHFV vOTU inh,FBA Mtb inh,BoNT-F LC inh,VHR inh abs,MazEF act,GDH-TPI inh,Rv3671c protease
Cc1ccc(NC2CCCN(C(=O)CN3C(=O)CSC3=O)C2)cc1C (configuration not stated),1.3,0.3,3.7,20,1,-12,53*,4,1,-6
CNC(=O)C1CN(C(=O)c2cccc(S(=O)(=O)N3c4ccccc4CC3C)c2)c2ccccc2O1 (configuration not stated),-3.2,-0.3,-1.5,24,-1,-8,/,1,5,-5
CC(C)[C@@H](C(=O)N1CCN(Cc2ccc3c(c2)OCO3)CC1)n1nnc2ccccc2c1=O,-4.0,-2.3,/,-4,-4,0,21,-3,-3,5
CC(C)N(C(=O)[C@H]1C[C@H](CC(=O)NCCCn2ccnc2)C(=O)N2CCc3c([nH]c4ccc(Cl)cc34)[C@]12C)C(C)C,-0.9,/,2.1,8,-1,-5,/,-2,-1,/
CC1(C(=O)NCC2CC2)Cc2c(-c3cccc(C(N)=O)c3)ccnc2O1 (configuration not stated),-0.4,/,-1.0,-5,1,3,/,/,7,/
COC(=O)c1ccc(N/C=C/C(=O)c2ccc(OC)c(OC)c2)cc1,0.5,-4.8,-0.8,21,7,3,-1,-4,1,2
Cc1ccc(C)c(S(=O)(=O)N2CCN(C(=O)c3cc(-c4cccs4)nn3-c3ccccc3)CC2)c1,-2.0,-1.4,-0.1,3,-1,/,/,-9,2,-4
CCOc1ccc(CCNC(=O)CCn2cccc2)cc1OCC,-1.0,0.5,0.3,0,3,-4,13,-1,3,-2
Cc1[nH]c2ccccc2c1/C=N/NC(=O)CCC(=O)NCc1ccccc1,-2.7,0.2,/,-5,-1,-20,15,0,13,4
COc1ccc(C(=O)Nc2ccccc2N2CCCC2)cc1S(=O)(=O)N1CCOCC1,-1.0,0.3,-1.5,4,-1,-13,/,6,0,0
COc1ccc(CCNC(=O)CSc2nnnn2C)cc1OC,1.7,-1.1,/,-10,5,1,12,-1,1,-4
C=CCN1C(=O)C(CC(=O)Nc2ccc(OCCC)cc2)N(CCCN2CCN(Cc3ccccc3)CC2)C1=S (configuration not stated),-3.3,-1.7,/,19,-4,-5,37,-4,14,4
COC(=O)C1=C(C)N=c2s/c(=C/c3ccoc3)c(=O)n2C1c1ccccc1 (configuration not stated),-0.6,-0.5,-2.5,/,-2,5,7,88*,1,-23
Clc1cccc(-c2cccc3nccn23)c1,-1.0,/,0.9,-104,+,2,/,/,16,/
CCOC(=O)c1cnc(-n2nc(C)cc2C)nc1Nc1ccc(O)cc1,-3.4,-2.4,/,-10,2,-28,3,0,-6,6
CN1CCN(S(=O)(=O)c2ccc(=O)[nH]c2)CC1,-1.9,1.1,/,-11,-1,-2,-11,2,-5,-4
O=C(CCl)N(c1ccccc1)c1c[nH]c2ccccc12,-0.6,-0.3,/,1,0,-10,17,1,0,-3
O=C(c1ccc(F)cc1Cl)N(c1ccccn1)C1CCCCC1,-1.5,0.8,/,2,1,0,2,0,0,1
CN(CCC#N)C(=O)CSc1nnc(-c2c[nH]c3ccccc23)o1,-1.4,-0.4,0.4,-3,1,2,44,0,0,-5
Cc1cc(SCC(=O)c2cc3ccccc3o2)nc2ccccc12,0.9,-1.2,/,-8,-1,8,19,-194,7,-16
CCOC(=O)/C(CCC[N+](C)(CC)CC)=N\O,-1.7,5.0,/,-10,2,-1,3,0,12,-8
Cc1cc(SCC(=O)Nc2cccc(S(=O)(=O)N3CCOCC3)c2)nc2ccccc12,-3.0,-0.7,/,8,0,-4,13,3,-4,-10
O=C(COc1cc(Cl)c(Cl)cc1Cl)Nn1cnnc1,-3.2,1.6,/,6,0,6,0,5,-5,-7
O=[N+]([O-])c1ccc(O)c(-c2nc(-c3ccccc3)c(-c3cccs3)[nH]2)c1,1.2,-2.8,0.7,3,2,-2,26,-3,8,11
CSCC[C@H](NC(=O)COc1ccc(Cl)cc1)C(=O)N1CCC2(CC1)NCCc1[nH]cnc12,-0.6,-0.1,-2.2,1,59*,2,-17,5,1,10
# (continued)
SMILES,FadD28 binding,UGM FP inh,Mtb BioA inh,CCHFV vOTU inh,FBA Mtb inh,BoNT-F LC inh,VHR inh abs,MazEF act,GDH-TPI inh,Rv3671c protease
NNC(=O)CCC(=O)Nc1ccccc1,-0.5,-0.6,/,1,3,-4,18,5,2,2
Cc1ccc(N2CCN(S(=O)(=O)c3c(C)nc4sccn4c3=O)CC2C)cc1 (configuration not stated),-1.7,/,0.8,8,-2,0,/,/,17,/
CCCCOc1ccccc1C1C(C(=O)OC)=C(C)N(C)C(C)=C1C(=O)OC,-1.4,2.1,-2.8,4,3,-2,13,-8,16,4
Cn1cc(C(=O)NC2CCCCC2)c(=O)c2cc(S(=O)(=O)N3CCOCC3)ccc21,-3.8,1.0,-1.6,12,0,1,21,11,-1,-1
CCOC(=O)c1c(NC(=O)COC(=O)Cc2c[nH]c3ccccc23)sc(C(=O)N(C)C)c1C,-1.3,2.8,6.4,4,3,13,/,-1,4,-14
COC(=O)c1ccc(CSc2nc3sc(C)c(C)c3c(=O)[nH]2)cc1,-0.2,0.5,-2.8,-17,3,-3,7,-30,8,-4
COc1ccc(N2Cc3ccccc3C2)cc1Cl,-1.4,0.4,-0.3,-7,4,-12,19,-1,11,5
CCCOc1ccc(/C=c2\sc3ncnn3c2=O)cc1,-3.3,0.1,/,3,-3,1,16,2,-3,1
CCCN1Cc2cccc(C(=O)NCCc3ccccc3)c2C1=O,-2.7,0.3,/,3,4,?,20,-4,9,0
CC(C)CC[n+]1ccn(-c2nc3ccccc3nc2[N-]S(=O)(=O)c2ccc(Cl)cc2)c1,-2.1,0.4,-0.1,2,21,?,9,4,20,1
CCC(=O)Nc1cc(OC)c(NC(=O)c2ccccc2)cc1OC,-3.3,-0.3,-0.4,29,0,-10,0,7,-1,-6
CN(C(=O)CSc1nnc(C(F)(F)F)n1C)c1c(N)n(Cc2ccccc2)c(=O)[nH]c1=O,0.4,/,-0.5,-3,0,-3,/,3,10,/
Cc1ccc(OCCC(=O)OCC(=O)NCCNC(=O)COC(=O)CCOc2ccc(C)cc2)cc1,1.5,/,-1.9,12,2,-3,/,-10,17,/
CCOC(=O)c1ccc(NS(=O)(=O)c2c(C)n(C)c(=O)n(C)c2=O)cc1,-1.4,-0.2,-1.3,6,4,-14,-12,8,7,16
CC(CCn1cccn1)NC(=O)CCc1nnc(C2CCCCC2)o1 (configuration not stated),-3.3,2.0,/,8,3,-5,11,-9,-14,5
O=C(Cn1nnc(-c2cccs2)n1)Nc1ccccc1C(F)(F)F,-2.0,1.8,/,7,2,-2,11,-13,-1,2
COc1cc(/C=N/Nc2ccccc2C(F)(F)F)ccc1O,-0.9,-0.7,/,18,-2,5,-1,-1,18,0
C=CCNC(=O)c1onc(CSc2ccc(F)c(F)c2)c1C(=O)O,-0.4,0.6,1.1,3,2,-3,4,0,4,-2
COc1cc2c(cc1NC(=O)CC1SC(N3CCCC3)=NC1=O)oc1ccccc12 (configuration not stated),0.3,0.5,/,1,1,4,21,19,4,-10
Cc1ccc(N2C(=O)CC3(CC4C=CC3C4)C2=O)cc1 (configuration not stated),-1.5,3.4,-0.7,-14,0,-6,-6,6,0,7
COC(=O)Cc1c(-c2[nH]c3ccccc3c2CC(=O)OC)[nH]c2ccccc12,-0.3,/,/,-15,15,-1,/,44,18,/
NC1=NC[C@@H](Cc2ccc(O)cc2)N1CCc1cccc(F)c1,-1.1,2.4,-1.4,4,5,-7,19,7,7,13
Cc1noc(C)c1COC(=O)CCN1c2ccccc2Sc2ccccc21,-1.0,3.6,0.0,18,-8,-6,19,-11,-2,4
CC1CCc2nn(CC(=O)Nc3c(F)cc(F)cc3Br)cc2C1 (configuration not stated),-2.2,0.1,-1.3,8,3,-6,38,4,-2,-1
O=C(Nc1ccc(F)cc1)Nc1cc(OCC(F)(F)F)cc(OCC(F)(F)F)c1,-1.1,-0.2,/,-11,4,5,21,42,1,-73
# New compounds follow
SMILES,FadD28 binding,UGM FP inh,Mtb BioA inh,CCHFV vOTU inh,FBA Mtb inh,BoNT-F LC inh,VHR inh abs,MazEF act,GDH-TPI inh,Rv3671c protease
CC(C)C(=O)N1CCN(c2ccccc2NC(=O)COc2ccccc2)CC1,-1.4,0.5,0.2,-4,0,-2,8,7,2,5
COC(=O)Cc1cn(-c2ncc(C(F)(F)F)cc2Cl)c2ccccc12,-1.1,-1.1,-1.3,11,0,-4,39,3,7,1
Cc1ccc2nc(-c3ccc(NS(=O)(=O)c4ccc(F)c(F)c4)cc3)sc2c1,-1.6,0.6,/,-56,+,-2,8,2,28,-174
CCN(CC)S(=O)(=O)c1cccc(NC(=O)COC(=O)c2cc(=O)c3ccccc3o2)c1,-2.9,-3.1,/,-4,-4,0,8,7,5,0
Cc1ccc(C)c(C(=O)COC(=O)c2ccc(Br)o2)c1,-2.8,2.6,-5.7,8,-3,-13,21,-3,4,1
O=C(ONC1=NCCCCC1)c1c(F)cccc1F,-3.2,-1.6,/,-13,2,33,-7,11,2,-8
CC1CCC(C(C)C)C(OC(=O)COC(=O)c2ccc(N)cc2)C1 (configuration not stated),-1.4,-2.7,/,-4,0,2,35,-5,3,-1
Cc1ccc(NC(=O)c2cccs2)cc1NC(=O)c1ccc(F)cc1,-0.5,1.6,-1.0,10,2,?,-4,15,-1,-3
CCN(CC)S(=O)(=O)c1cccc(C(=O)N/N=C/c2ccc(OC)c(O)c2)c1,-1.7,1.7,-0.9,-6,1,-1,8,3,27,1
O=C(Nc1cccs1)Nc1ccccc1Cl,-2.0,2.3,/,-2,2,10,-24,-7,10,-5
CCOc1ccccc1NC(=O)COc1coc(CN2CCCc3ccccc32)cc1=O,-1.1,0.0,0.7,4,3,-86,/,-11,0,-2
O=C(Nc1nc(-c2ccc(F)c(F)c2)cs1)c1cnccn1,-4.6,-1.0,/,-10,0,-14,7,-77,-5,6
COc1ccc(/C=C/c2nc(S(=O)(=O)c3ccccc3)c(NCCCN(C)C)o2)cc1OC,-4.5,3.1,0.5,0,12,-2,38,11,29,-5
CN1CCN(C2=C(Cl)C(=O)N(Cc3ccccc3)C2=O)CC1,-0.1,1.6,-0.4,-4,-4,-2,14,-2,4,2
CCn1nc(C)cc1C(=O)N1CCCC(N2CCN(c3cccc(Cl)c3)CC2)C1 (configuration not stated),-0.1,0.5,-1.1,1,1,1,0,/,1,-5
COc1ccccc1OCCNC(=O)c1ccc(Br)cc1,-5.3,-1.1,6.9,17,0,-5,/,0,-3,2
CC(=O)NC(=S)NNC(=O)COc1ccc(Br)cc1,-0.7,/,/,-10,3,-8,19,-31,5,/
Cc1ccc2occ(CN3CC4CC(C3)c3cccc(=O)n3C4)c(=O)c2c1 (configuration not stated),0.6,-0.3,-0.2,9,8,1,-4,-2,-1,2
COc1ccc(OC)c(/C=N/NC(=O)CC(=O)NCc2ccccc2)c1,0.3,-1.0,/,-46,29*,0,16,-4,-3,1
COc1cccc(-c2cc(N)nn2C(=O)Nc2ccc(Cl)cc2)c1,-5.6,0.5,-1.0,1,2,-3,24,9,-4,-41
CCOC(=O)C1(CC2CCCCO2)CCN(Cc2cc(F)ccc2-n2cccn2)CC1 (configuration not stated),0.3,-1.8,1.0,8,-4,-15,30,4,4,-25

# Compound activity as filed in PubChem BioAssay.
